# GPR151 activ = activators of human GPR151; Q8TDV0; PathHunter beta-arrestin GPR151 cells, luminescence; activation, % at 11.2 µM; hit rate 1% among 650,000; in the data active means activation above about 4.9%;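 further: 0% = median of compound wells and 100% = cells with positive control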
# Target sequence (Q8TDV0 whole entry, looked up): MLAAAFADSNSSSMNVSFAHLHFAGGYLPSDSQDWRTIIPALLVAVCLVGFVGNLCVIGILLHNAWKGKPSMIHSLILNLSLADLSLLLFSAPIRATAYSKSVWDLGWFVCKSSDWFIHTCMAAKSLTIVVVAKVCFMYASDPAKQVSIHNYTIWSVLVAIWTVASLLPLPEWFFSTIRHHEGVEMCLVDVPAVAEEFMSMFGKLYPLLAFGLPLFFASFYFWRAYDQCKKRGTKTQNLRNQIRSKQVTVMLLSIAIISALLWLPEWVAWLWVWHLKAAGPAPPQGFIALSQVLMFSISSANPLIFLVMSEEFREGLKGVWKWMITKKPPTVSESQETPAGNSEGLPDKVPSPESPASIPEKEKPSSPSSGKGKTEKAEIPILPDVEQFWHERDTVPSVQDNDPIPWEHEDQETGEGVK
# FBW7 act = human FBW7 E3 ligase activation, primary screen; Q969H0; AlphaScreen FBW7–phospho-cyclin E peptide binding, activator screen; normalized activity (activation), % at 26.1 µM; hit rate 0.13% among 650,000; AID 1259310; in the data active means normalized activity above about 1.9%;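 further: purified mutant Fbw7 with reduced substrate affinity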
# TEAD-YAP inh = TEAD-YAP interaction inhibition | hit rate 1.4% among 640,000 | HEK-TIYL cells, TEAD-Gal4/YAP UAS-luciferase luminescence | inhibition, % at 9.12 µM | AID 1259422; in the data active means inhibition above about 32%;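 further: 0% = median of test compound wells and 100% = reference inhibitor wells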
# MITF primary = inhibitors of human MITF; hit rate 0.91% among 650,000; O75030; inhibition, % at 2.6 µM; AID 1259374; AlphaScreen MITF homodimerization, bead proximity signal; in the data active means inhibition above about 50%;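 further: 0% = vehicle wells with protein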
# Target sequence (O75030 whole entry, looked up): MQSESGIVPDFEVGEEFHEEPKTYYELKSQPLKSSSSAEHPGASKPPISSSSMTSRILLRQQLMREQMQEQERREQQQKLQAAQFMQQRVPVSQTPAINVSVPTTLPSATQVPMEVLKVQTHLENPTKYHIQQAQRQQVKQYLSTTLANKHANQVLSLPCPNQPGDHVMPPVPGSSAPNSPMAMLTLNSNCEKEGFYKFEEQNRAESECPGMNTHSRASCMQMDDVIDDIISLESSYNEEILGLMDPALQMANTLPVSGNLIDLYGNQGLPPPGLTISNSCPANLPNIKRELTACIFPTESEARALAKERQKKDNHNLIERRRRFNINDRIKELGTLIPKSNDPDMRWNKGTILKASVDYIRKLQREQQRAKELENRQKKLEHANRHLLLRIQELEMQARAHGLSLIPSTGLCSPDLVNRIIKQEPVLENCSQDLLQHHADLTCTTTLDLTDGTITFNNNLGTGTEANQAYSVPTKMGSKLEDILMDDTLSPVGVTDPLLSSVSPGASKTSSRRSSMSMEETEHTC
# Numbers without * were called inactive; . = no result given.
canonical_smiles,GPR151 activ,FBW7 act,TEAD-YAP inh,MITF primary
CC(=O)N1N=C(N)SC1(C)c1ccccc1 (centres undefined),-0.5,1.3,1,20
Cc1cc(=O)[nH]c(Nc2nc3ccccc3o2)n1,-1.4,-0.1,-32,5
Cc1csc(SCC(=O)c2ccc([N+](=O)[O-])cc2)n1,-1.0,-0.1,-10,12
COc1ccc(-n2c(SCC(=O)NCCc3ccc(OC)c(OC)c3)nc3ccsc3c2=O)cc1,-1.6,-0.1,10,-7
COc1ccc(OC)c(C2CC(c3ccco3)=NN2S(C)(=O)=O)c1 (centres undefined),1.5,-0.2,3,4
CC(C)CN1CCN(Cc2ccccc2O)CC1CCO (centres undefined),-1.0,0.0,-1,12
COc1cccc(CC2(CO)CCN(S(=O)(=O)N(C)C)CC2)c1,1.8,0.2,-4,12
Cn1ccc(NC(=O)Nc2cccc([N+](=O)[O-])c2)n1,-0.1,-0.1,-29,10
Cc1cc(NC(=O)CCN2CCN(c3ccccc3)CC2)ccc1Br,0.6,0.3,-3,14
O=C(NCc1ccco1)C(=O)Nc1c(F)cc(F)cc1Br,-0.8,-0.1,-27,-5
Fc1ccc(N2CCN(Cc3ccnc(Cl)c3)CC2)cc1,2.5,0.5,4,15
c1ccc(Nc2nnc(CSc3nc4ccccc4[nH]3)s2)cc1,1.1,0.0,-5,5
CCOC(=O)c1ccc(NC(=O)CN(c2ccccc2)S(C)(=O)=O)cc1,1.0,-0.1,-13,-14
Cc1ccc(NC(=S)NCc2cccnc2)cc1,0.2,0.1,2,6
O=C1c2ccccc2C(=O)N1CNc1ccc(O)cc1,-1.2,-0.1,2,25

# Fetched by compound from above, 3 records:
canonical_smiles,GPR151 activ,FBW7 act,TEAD-YAP inh,MITF primary
CCOC(=O)c1ccc(NC(=O)CN(c2ccccc2)S(C)(=O)=O)cc1,1.0,-0.1,-13,-14
Cc1ccc(NC(=S)NCc2cccnc2)cc1,0.2,0.1,2,6
O=C(NCc1ccco1)C(=O)Nc1c(F)cc(F)cc1Br,-0.8,-0.1,-27,-5

# Further results.
canonical_smiles,GPR151 activ,FBW7 act,TEAD-YAP inh,MITF primary
O=C(CCCOc1ccc(Cl)cc1)Nc1cccc([N+](=O)[O-])c1,-0.1,0.8,-7,10
COc1ccc(Cl)cc1NC(=O)c1nn2c(C(F)(F)F)cc(-c3ccccc3)nc2c1Cl,-0.1,-0.2,-3,15
O=C(CSc1nc2sc3c(c2c(=O)n1-c1cccc2ccccc12)CCCC3)c1ccc(Cl)cc1,0.2,0.0,3,0
COc1ccccc1C1(C)C(=O)Nc2ccccc21 (centres undefined),2.7,0.2,2,10
CC1CCc2c(sc3nnn(CC(=O)NCc4cccs4)c(=O)c23)C1 (centres undefined),0.8,0.0,43*,8
COc1cc(C(Nc2ccccn2)c2ccc3cccnc3c2O)cc(Br)c1OC (centres undefined),-0.1,-0.1,76*,19
COC(=O)c1cc(Br)c(C)c(NC(C)=O)c1[N+](=O)[O-],0.2,0.1,8,3
O=C(O)c1cccc(NS(=O)(=O)c2cc(Cl)c(Cl)cc2Cl)c1,0.2,-0.1,-2,8
O=C(Cc1cn(-c2ccc(Nc3nccc4ccccc34)nn2)c2ccccc12)NCCOc1ccccc1,-0.4,0.6,-2,13
Cc1nn(-c2cccc(C(F)(F)F)c2)c(Cl)c1C=O,0.8,0.2,4,-3
CCOC(=O)Nc1cc(=O)c2cc(C)ccc2o1,1.5,0.3,42*,-2
CC(C)Sc1ccc(-c2cccc(C=O)c2)cn1,0.2,0.5,-66,17
Cc1ncc([N+](=O)[O-])n1CCCc1nnc(N)s1,0.7,-0.1,3,1
CC[C@@H](Cn1ncc2ccccc2c1=O)NC(=O)CCc1nn(C)c(=O)c2ccccc12,-0.1,0.1,-8,-11
O=C(c1cccs1)c1coc2ccc(O)c(CN3CCCCC3)c12,-0.1,0.6,7,9
CCOC(=O)N1CCN(C(=O)CN2Cc3cc(Cl)ccc3OC(C)C2)CC1 (centres undefined),1.0,-0.1,12,2
CC1=CCC(/C(C)=N\NC(=O)CCC(=O)Nc2cccc(C)c2)CC1 (centres undefined),-0.2,0.0,6,15
O=C(NC(=S)Nc1ccc(Cc2ccncc2)cc1)c1ccc(Cl)cc1Cl,0.1,0.0,22,-2
Cc1c(C(=O)Nc2ccc(I)cc2)sc2ncn(C)c(=O)c12,-0.5,-0.1,-47,5
CCn1c(CNC(=O)c2ccccc2C)n[nH]c1=S,-0.6,-0.3,-6,10
CN(C)S(=O)(=O)N(CC(N)=O)c1ccccc1,1.7,0.0,-2,9
COc1cc(/C=C2/SC(=S)N(C)C2=O)cc(OC)c1O,-0.2,-0.2,-4,8
Nn1c(SCc2c(Cl)cccc2Cl)nnc1-c1cccnc1,1.4,0.0,-12,-13
CC(=O)c1cc(-c2ccccc2)c(-c2ccccc2)s1,0.4,-0.1,5,-7
CCCCc1ccc(-c2nc(Nc3cc(C)ccc3C)c3ccccc3n2)cc1,0.2,0.0,0,7
COc1ccc(-c2nc3c(NCCO)ncnc3n2C(C)C)cn1,-0.1,-0.1,9,-3
Cn1c(=O)c2c(ncn2CC(=O)Nc2ccc(F)cc2F)n(C)c1=O,-1.5,0.0,-15,-5
CCC1(C)Cc2c(C#N)c(N)n(N)c(=S)c2CO1 (centres undefined),1.1,-0.4,-14,-7
COCCNC(=O)CCC1CCN(Cc2ccc(-c3ccccc3)cc2)CC1,-0.9,0.5,-2,9
Cc1ccccc1CSCCNC(=O)c1ccc(F)cc1,4.4,0.2,-19,7

# Structural class: the entries above containing a CF3 group.
canonical_smiles,GPR151 activ,FBW7 act,TEAD-YAP inh,MITF primary
COc1ccc(Cl)cc1NC(=O)c1nn2c(C(F)(F)F)cc(-c3ccccc3)nc2c1Cl,-0.1,-0.2,-3,15
Cc1nn(-c2cccc(C(F)(F)F)c2)c(Cl)c1C=O,0.8,0.2,4,-3

# (list continues)
canonical_smiles,GPR151 activ,FBW7 act,TEAD-YAP inh,MITF primary
CN(C)S(=O)(=O)c1ccc(C(=O)OCC23CC4CC(CC(C4)C2)C3)cc1,0.4,0.5,2,10
COC(=O)c1c(NC(=O)C23CCC(C)(C(=O)C2=O)C3(C)C)sc2c1CCCC2 (centres undefined),1.2,0.0,8,-3
COc1ccc(CN2CCNC(=O)C2CC(=O)NCCCSC)c(OC)c1 (centres undefined),0.8,-0.1,11,-4
Cc1ccsc1C(=O)OCC(=O)N1C(C)CCCC1C (centres undefined),0.3,0.1,-6,-11
S=C(NCc1ccncc1)Nc1cccc(Cl)c1,0.9,0.0,3,-14
CCOc1cc(C=O)ccc1OCC(=O)Nc1cccc(C)c1C,0.8,0.3,8,15
COc1ccc(NC(=O)CSc2ncnn2-c2ccccc2)cc1,-0.1,0.1,24,9
C/C(=N\Nc1nc(C)c(C)s1)c1ccc([N+](=O)[O-])cc1,0.1,0.0,15,-16
CCCCCCCC/C=C\CCCCCCCC(=O)C(F)(F)F,0.0,.,.,-7
O=C(Cc1ccc(Cl)cc1)N/N=C/c1c[nH]c2ccccc12,0.4,1.1,11,5
CC(C(=O)Nc1sc2c(c1C#N)CCC2)n1cc([N+](=O)[O-])cn1 (centres undefined),-0.4,-0.2,7,9
CCCCN(CC)C(=O)c1ccccc1Br,2.0,-0.2,-8,-15
COc1ccc(NC(=O)C/C(C)=N/NC(=O)C(=O)NCCO)c([N+](=O)[O-])c1,2.7,-0.2,-3,-4
CC(=O)C1=C(C)NC(=O)NC1c1ccc(O)cc1O (centres undefined),-1.3,0.0,7,-1
CCOC(=O)c1ccc(NC(=O)C(=O)NCCOC)cc1,-0.3,0.0,-11,-6
CC(=O)c1ccc(NC(=O)CC2Oc3ccccc3NC2=O)cc1 (centres undefined),0.2,0.1,-3,5
Cn1c(=O)n(C)c2cc(C(=O)N3CCC[C@H](C(=O)c4cccs4)C3)ccc21,-0.2,-0.1,3,-7
COCCn1c(N)c(-c2nc3ccccc3n2C)c2nc3ccccc3nc21,-0.1,1.4,12,-18
CCN(CC)CCOC(=O)c1ccc(NC(=O)Cc2noc3ccccc23)cc1,-7.3,0.1,-6,3
CC(=O)N1C(=O)C(=O)c2cc(Br)ccc21,-1.0,1.2,7,15
CC(C)(O)C#CC1(O)CCCC1,-0.1,-0.1,-2,-1
O=C(O)CCC(=O)N1N=C(c2c(-c3ccccc3)c3cc(Cl)ccc3[nH]c2=O)CC1c1ccccc1F (centres undefined),-0.8,-0.1,13,6
CCCn1c(SCC(=O)N2CCC(C(=O)OC)CC2)n[nH]c1=O,2.7,0.3,5,5
COc1ccc2c(c1OC)C(=O)OC2O (centres undefined),-0.3,0.1,3,6
O=c1ccc([N+](=O)[O-])ccc1Nc1ccccn1,0.0,-0.1,-5,7
CC(=O)Nc1ccc(OCC(=O)N(CC(C)C)C2CCS(=O)(=O)C2)cc1 (centres undefined),0.9,0.1,-2,-7
Cc1nc2ccc(NC(=O)CS(=O)(=O)c3ccc(Cl)cc3)cc2s1,0.5,0.1,-1,14
Cc1ccc(CSCCNC(=O)C(C)N(c2ccc(C)cc2)S(C)(=O)=O)cc1 (centres undefined),-0.8,-0.1,0,12
O=C1/C(=C\c2cn(-c3ccccc3)nc2-c2ccc(F)cc2)C(C(F)(F)F)=NN1c1ccccc1,1.4,-0.1,1,-4
COc1cc2c(cc1NC(=O)CC1CCC1)oc1ccccc12,1.4,-0.1,-52,0

# Remaining list, next part
molecule | GPR151 activ | FBW7 act | TEAD-YAP inh | MITF primary
Cc1nc(NC(=O)c2cccnc2)sc1C(=O)N(C)C | 0.1 | 0.6 | 3 | 18
CCOC(=O)CC(N)c1ccc(OC)c2ccccc12 (centres undefined) | 0.7 | -0.1 | -9 | -1
O=C1NC2(CCCCC2)N=C1c1ccc(Cl)cc1Cl | 0.9 | 0.0 | -4 | 8
O=C(CCCCCn1c(=S)[nH]c2ccsc2c1=O)NCc1ccc(Cl)cc1 | 0.3 | 0.0 | 2 | 6
C=CCNC(=O)CCCCCNS(=O)(=O)c1ccc(OC)cc1 | 0.9 | -0.1 | -15 | 1
Cc1cccc(Oc2nc3c(C)cccn3c(=O)c2/C=C(\C#N)C(=O)NC2CCCC2)c1 | 0.9 | 0.0 | 23 | 7
C/C(=N\NC(=O)Cc1ccccc1)c1c(C)[nH]n(-c2ccccc2)c1=O | 0.0 | -0.1 | -26 | -4
CC(=O)Nc1ccccc1Nc1ccccc1 | 1.3 | 0.0 | -1 | -1
COc1cccc(NC(=O)[C@H]2O[C@@H]3OC(C)(C)O[C@@H]3[C@H]3OC(C)(C)O[C@H]32)c1 | -1.3 | -0.1 | -13 | 11
COc1ccc(NC(=O)C2(c3ccccc3)CCCC2)cc1S(=O)(=O)N1CCOCC1 | 0.7 | 0.4 | 9 | 9
COc1cccc(C2CC(c3cccs3)=NN2C(=O)CSc2nnc(CNC(=O)c3ccccc3F)n2-c2ccc(F)cc2)c1OC (centres undefined) | 1.1 | -0.1 | 5 | -2
COC(=O)c1ccc(C)c(NC(=O)Nc2ccc(OC)cc2OC)c1 | -0.3 | -0.3 | 12 | 2
Cc1ccc(NC(=O)CSc2nc(-c3cccs3)cc(-c3ccccc3)c2C#N)c(C)c1 | -0.4 | 0.0 | 15 | 2
CCOC(=O)C1=CN(Cc2ccc(F)cc2)C=C(C(=O)OCC)C1c1ccc(Cl)cc1 | -0.6 | 1.2 | 2 | -1
O=C(CCN1C(=O)c2ccccc2S1(=O)=O)Nc1cccc(Cl)c1 | -1.0 | 0.1 | -4 | 0
O=C(CSCc1ccccc1F)N1CCOCC1 | -3.2 | 0.0 | -56 | -8
COc1ccccc1N(CC(=O)Nc1ccc(C(C)C)cc1)S(=O)(=O)c1ccc(C)cc1 | 0.7 | -0.2 | -1 | 1
CCN(CC)S(=O)(=O)c1ccc(C(=O)/C=C/c2ccc(NC)c([N+](=O)[O-])c2)cc1 | -0.2 | 0.0 | -7 | 4
O=C(CN(CCc1ccccc1)S(=O)(=O)c1ccccc1)NCc1ccco1 | -0.6 | 0.0 | 4 | 7
CCCc1c(C)[nH]c2ccccc2c1=O | -0.1 | 0.4 | 8 | 0
CCCNC(=O)Cn1cnc2sc(C(=O)N3CCOCC3)c(C)c2c1=O | -1.0 | 0.5 | 6 | 5
C=CCn1c(SCC(=O)NCCN2CCOCC2)nc2sc3c(c2c1=O)CCCC3 | 1.2 | 0.0 | 11 | -1
COCCNc1nc(-c2ccc3[nH]ccc3c2)ccc1C(=O)N1CCN(C)CC1 | -0.1 | 0.2 | -11 | -7
CC(=O)c1cccc(-c2cnc3c(NCCc4ccncc4)nccn23)c1 | 3.1 | -0.2 | -16 | -4
O=C(CSc1nc(-c2cccc([N+](=O)[O-])c2)cs1)N1CCCCCC1 | 0.6 | 0.0 | -20 | -10
COc1ccc(CC(=O)N(Cc2nc(-c3cccc(C)c3)no2)C(C)C)cc1 | -2.1 | 0.0 | -5 | 6
C/C(=N\NC(=O)Cc1ccc([N+](=O)[O-])cc1[N+](=O)[O-])c1ccccc1O | 0.2 | -0.2 | 8 | 0
COc1ccc(CN2CCN(CCc3ccccc3)C(CCO)C2)c(O)c1 (centres undefined) | 0.2 | 0.1 | 6 | 5
COc1ccc(NC(=O)NNC(=O)CCc2ccc(O)c(O)c2)cc1OC | 0.4 | -0.1 | 4 | 15
CCOC(=O)C1=C(C)N=c2s/c(=C\c3ccccc3OCC)c(=O)n2C1c1ccc(F)cc1 (centres undefined) | 1.5 | 0.1 | 8 | 9

# Source: PubChem BioAssay
